ARFGAP1 inhibitor: inhibits rat ARF GTPase activating protein 1; Q62848; Arfgap1-stimulated ARF1 GTP hydrolysis, GDP FP detection; inhibition, % at 16.5 µM; 0.26% of 360,000 active;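 active = inhibition above a per-plate limit, mean inhibition of low control wells plus 3 SD, cut at about 25% in these data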;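 also: 0% = DMSO wells with enzyme and 100% = wells lacking Arfgap1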
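System: truncated rat Arfgap1 GAP domain / Medium: HEPES-based buffer, pH 7.5 / Also added: N-terminally truncated human ARF1-GTP substrate / Incubation: enzyme reaction 120 min at 25 °C after 20 min preincubation / Measured by: FP of antibody-bound GDP Alexa 633 tracer, ex 620/em 688 nm / Replicates: singlicate, each compound tested once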
ASAP1 GAP inh: ASAP1 ArfGAP inhibition; Q9ULH1; ASAP1-stimulated ARF1 GTP hydrolysis, GDP FP detection; inhibition, % at 16.5 µM; 0.19% of 360,000 active; AID 624377; in the data active = inhibition above about 25%;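 also: 0% = vehicle with enzyme and substrate and 100% = no enzyme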
MBD2 DNA inh: inhibitors of human MBD2 binding to methylated oligonucleotide; Q9UBB5; TR-FRET; inhibition, % at 4.4 µM; 0.31% of 370,000 active; AID 686964; in the data active = inhibition above about 13%
PLCg1 inh: inhibitors of human phospholipase C gamma1 | 0.84% of 370,000 active | P19174 | inhibition, % at 12.2 µM | AID 720700 | purified PLC-gamma1, fluorogenic substrate, fluorescence; in the data active = inhibition above about 9.5%
Target sequence (P19174 whole entry, looked up): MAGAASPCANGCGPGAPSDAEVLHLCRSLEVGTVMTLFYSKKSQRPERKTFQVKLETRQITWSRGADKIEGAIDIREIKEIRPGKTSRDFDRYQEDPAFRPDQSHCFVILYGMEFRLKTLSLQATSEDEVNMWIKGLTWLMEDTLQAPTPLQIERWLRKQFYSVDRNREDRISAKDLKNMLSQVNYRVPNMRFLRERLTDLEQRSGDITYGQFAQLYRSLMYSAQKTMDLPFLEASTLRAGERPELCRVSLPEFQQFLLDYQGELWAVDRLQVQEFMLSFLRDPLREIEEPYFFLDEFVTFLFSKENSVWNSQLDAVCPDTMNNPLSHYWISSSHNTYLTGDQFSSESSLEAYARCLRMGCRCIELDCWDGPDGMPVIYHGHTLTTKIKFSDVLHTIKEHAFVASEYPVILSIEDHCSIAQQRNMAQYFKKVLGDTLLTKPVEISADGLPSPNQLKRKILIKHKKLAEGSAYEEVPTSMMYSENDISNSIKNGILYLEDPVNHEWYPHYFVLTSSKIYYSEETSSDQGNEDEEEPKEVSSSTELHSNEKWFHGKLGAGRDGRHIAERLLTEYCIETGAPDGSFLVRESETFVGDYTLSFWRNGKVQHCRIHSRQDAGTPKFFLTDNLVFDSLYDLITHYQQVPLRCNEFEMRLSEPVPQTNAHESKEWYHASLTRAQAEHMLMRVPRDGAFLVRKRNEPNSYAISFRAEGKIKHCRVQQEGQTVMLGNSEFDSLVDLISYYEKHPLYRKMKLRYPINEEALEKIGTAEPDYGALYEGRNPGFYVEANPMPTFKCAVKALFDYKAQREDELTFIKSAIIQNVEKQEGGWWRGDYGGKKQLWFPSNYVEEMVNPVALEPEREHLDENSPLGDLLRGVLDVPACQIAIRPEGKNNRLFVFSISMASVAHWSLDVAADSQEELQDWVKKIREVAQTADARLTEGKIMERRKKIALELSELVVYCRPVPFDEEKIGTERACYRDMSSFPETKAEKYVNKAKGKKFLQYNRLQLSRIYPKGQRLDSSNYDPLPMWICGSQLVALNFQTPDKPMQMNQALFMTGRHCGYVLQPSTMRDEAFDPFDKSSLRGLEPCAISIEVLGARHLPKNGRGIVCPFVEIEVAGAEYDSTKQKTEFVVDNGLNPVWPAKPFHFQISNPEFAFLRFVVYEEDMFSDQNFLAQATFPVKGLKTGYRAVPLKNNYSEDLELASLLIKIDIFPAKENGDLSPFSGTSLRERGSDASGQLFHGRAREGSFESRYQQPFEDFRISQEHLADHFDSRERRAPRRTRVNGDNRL
UHRF1 MBD2 ctr: UHRF1 methyl-DNA binding inhibition; inhibition, % at 4.4 µM; 0.75% of 370,000 active; AID 687016; Q96T88; UHRF1 binding to methylated oligo, TR-FRET; in the data active = inhibition above about 21%;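 also: UHRF1 SRA domain binding a hemimethylated CpG hairpin DNA probe; 0% = median of test compound wells and 100% = reference inhibitor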
Tn7 DDE FP: disrupts Tn7 cyclic peptide binding to fibrin D-Dimer-E complex; AID 720508; P02675; FP displacement of FITC-Tn7 peptide from fibrin DD(E); 0% = median of compound wells per plate; inhibition, % at 8.3 µM; 0.13% of 370,000 active;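 active = inhibition above the mean of compounds falling within the control limits plus 3 SD of them, cut at about 14% in these data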;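 also: 0% = plate median of compound wells and 100% = 10 µM Aha-Tn7 peptide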
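assay system = human clot-derived fibrin DD(E) complex | quantity = Fibrin-DD(E) at 2 µM final | timing = 10 min preincubation, 3 h with tracer, room temperature | signal = fluorescence polarization | measure = percent inhibition | benchmarks = high control wells with 10 µM unlabelled Aha-Tn7 peptide (full inhibition) | replicates = singlicate testing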
ADAM17 inh: ADAM17 inhibition, QFRET primary screen | recombinant ADAM17, EDANS/DABCYL FRET peptide cleavage | AID 720648 | inhibition, % at 6.95 µM | P78536 | 0.83% of 370,000 active;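 active = inhibition above the mean of compounds lying between control limits plus 3 SD, set per campaign, cut at about 8.5% in these data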;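 also: 0% = DMSO-only wells as the low control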
PLCb3 inh: inhibitors of human phospholipase C beta3; Q01970; Purified PLC-beta3, fluorogenic substrate, fluorescence; inhibition, % at 12.2 µM; 0.18% of 370,000 active; AID 720704; in the data active = inhibition above about 11%;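 also: 0% = median of compound wells on plate and 100% = full blocker control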
proKLK7 act: activators of human kallikrein-7 zymogen | P49862 | purified proKLK7, EDANS-DABCYL substrate fluorescence; 100% is mature enzyme control, 0% vehicle | activation, % at 7 µM | 0.9% of 370,000 active;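 active = activation above the mean of all tested compounds plus 3 SD, computed per campaign excluding outliers beyond control limits, cut at about 13% in these data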
Tn6 DDE FP: inhibitors of Tn6 peptide binding to human fibrin DD(E); AID 720509; 0.21% of 370,000 active; Fibrin DD(E) TRITC-Tn6 fluorescence polarization displacement; P02675; inhibition, % at 8.3 µM;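 active = inhibition above a per-campaign cutoff: mean of compounds within control limits plus 3 SD, cut at about 15% in these data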;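 also: 0% = median of all compound wells on the plate and 100% = blocking peptide control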
* hit, by the source's call.

ARFGAP1 inhibitor	ASAP1 GAP inh	MBD2 DNA inh	Structure	PLCg1 inh	UHRF1 MBD2 ctr	Tn7 DDE FP	ADAM17 inh	PLCb3 inh	proKLK7 act	Tn6 DDE FP
1.4	1.3	3.6	COc1ccc(C2=NOC(C)(c3nnc(-c4ccc(F)cc4)o3)C2)cc1 (stereo not given)	1.7	1.6	2.6	-0.7	-2.7	0.1	-1.5
-13.0	-9.3	-1.5	C=CCN1C(=O)c2ccccc2C1(O)Cc1ccccc1 (stereo not given)	-1.4	-0.8	1.3	1.1	-4.9	0.0	1.8
8.4	4.2	-0.9	Cc1cc(-n2cc(Br)c(=O)[nH]c2=O)nc(-c2ccccc2)n1	3.6	-0.1	-5.3	-5.0	-5.2	0.3	-7.5
9.4	18.4	2.8	N#CC(c1ccc(N)cc1)C(CC(=O)c1ccccc1)c1ccccc1 (stereo not given)	-0.9	-1.3	-3.1	0.6	3.8	0.6	-0.2
9.4	-11.0	-6.4	COc1c(C=O)c2c(c(OC)c1OC)-c1ccc(OC)c(=O)cc1C(NC(C)=O)CC2 (stereo not given)	2.6	0.8	-1.0	2.9	2.8	0.1	-4.6
14.9	-2.6	0.5	CCC(CC)NC(=O)CN(c1ccccc1OC)S(=O)(=O)c1cccs1	-0.8	0.1	-1.9	-0.1	-3.4	-0.1	-0.1
-2.2	6.7	10.2	Cc1ccc(S(=O)(=O)N2CCOCC2)cc1NC(=O)COC(=O)c1cnccn1	-2.5	0.6	4.2	-1.2	-14.9	-0.1	-17.2
-5.9	-13.6	4.7	Cc1nn(Cc2ccccc2)c(C)c1C(=O)NCC(c1cccs1)N1CCOCC1 (stereo not given)	2.4	2.3	0.6	-2.5	-10.2	-0.2	-9.2
6.1	-5.0	0.3	CC(=O)Oc1ccc(C(=O)Nc2ccc3c(c2)OCCO3)cc1	0.1	0.6	-1.1	-1.7	0.4	0.0	-2.4
-11.9	-4.9	1.2	COc1ccccc1CC(=O)N1CCN(c2ccccc2F)CC1	1.4	0.0	-3.6	-0.3	-1.1	-0.7	9.4
-8.1	8.1	0.3	CC(C)(C)NC(=O)CN(c1cccc([N+](=O)[O-])c1)S(=O)(=O)c1ccccc1	1.9	0.4	-5.8	2.0	1.4	0.5	5.2
-7.6	-3.7	1.9	COCCN(C(=S)Nc1c(C)cccc1C)C(C)c1ccco1 (stereo not given)	0.0	4.9	0.5	-3.2	-5.6	-0.2	-0.7
-3.7	7.7	2.3	CCOC(=O)C1=C(C(=O)OCC)C2N(Cc3ccc(C#N)cc3)c3ccccc3[C@@]23C[C@@H](C(=O)OC)N(S(=O)(=O)c2c(C)noc2C)C3=N1 (stereo not given in full)	-1.0	0.0	9.6	-2.2	-3.4	0.0	-5.6
-9.4	-2.5	1.6	c1ccc(CCCNCC2COc3ccccc3O2)cc1 (stereo not given)	-0.9	-1.4	-1.6	1.4	1.4	0.0	7.0
34.4*	16.5	0.1	COC(=O)c1ccc(Nc2nc(-c3ccncc3)nc3ccccc23)cc1	-46.9	9.3	0.5	-12.6	-65.2	-6.6	9.4
0.5	0.3	-4.7	Cc1n[nH]c(C)c1Cc1ccc(C(=O)O)cc1	4.3	1.3	3.0	0.9	3.6	0.4	-5.7
0.9	4.0	3.1	CC(C)NS(=O)(=O)c1ccc(CCC(=O)NCc2cccnc2)cc1	2.7	4.6	-1.2	-0.4	3.8	1.1	2.7
-0.5	9.8	3.6	Cc1ccc(NC(=O)COC(=O)C(NS(=O)(=O)c2ccc(Cl)cc2)C(C)O)c(Br)c1 (stereo not given)	7.6	8.2	-3.6	3.2	1.9	-0.1	-1.3
-1.8	-14.5	-6.9	CNS(=O)(=O)c1cccc(C(=O)OCc2cc(=O)n3cc(Br)ccc3n2)c1	-7.3	-1.1	1.4	-2.9	-1.1	1.0	0.1
3.0	-17.1	-2.8	Cc1ccc(S(=O)(=O)NNC(=O)c2cc([N+](=O)[O-])c(C)c([N+](=O)[O-])c2)cc1	0.9	-0.8	5.3	-2.6	-7.0	-0.6	-2.0
14.3	7.7	-7.7	CNc1nc2c3ccccc3n(C(C)=O)c2s1	1.3	-1.3	1.2	8.3	4.0	-0.1	-2.0
13.1	4.1	6.8	Cc1ccc(C(=O)N/C(=C\c2cccs2)C(=O)NCCc2c[nH]c3ccccc23)cc1C	-0.4	3.1	-3.0	4.3	2.0	0.6	-8.0
15.1	10.9	-8.0	CCN(CC)S(=O)(=O)c1cccc(C(=O)N[C@H](C(=O)NC2=NCCS2)C(C)C)c1	1.4	-0.3	-5.5	6.8	2.4	-0.6	1.1
-8.1	5.8	0.6	Cc1nn(CC(=O)OCC(=O)Nc2c(C(C)C)cccc2C(C)C)c(C)c1[N+](=O)[O-]	0.1	0.7	1.2	-2.0	-0.6	-0.1	-4.8
-8.8	1.6	1.3	CC1(c2ccccc2Br)NC(=O)N(CC(=O)Nc2ccc(S(N)(=O)=O)cc2)C1=O (stereo not given)	0.2	0.0	3.2	-0.4	-1.5	0.2	-0.2
4.4	-1.8	-2.4	COc1ccc(Cl)c(-c2cc(C(=O)NC(C)C)[nH]n2)c1	-1.1	-1.8	3.8	-3.4	0.9	0.5	-2.8
-2.0	-3.8	-2.2	O=C(NCCc1ccccc1)C(c1ccncc1)N(C(=O)c1csnn1)C1CC1 (stereo not given)	5.0	-2.1	-0.8	-6.5	1.3	0.4	-0.4
0.9	1.6	-5.0	O=C1NC(=O)/C(=C/C(=O)N2CCOCC2)S1	0.8	-1.1	2.5	1.6	3.1	0.2	-0.6
-2.5	5.4	-0.6	c1ccc2c(c1)OCC(c1nnc3sc(-c4cnccn4)nn13)O2 (stereo not given)	-2.9	-3.2	1.8	-3.4	-4.9	0.0	2.3
-0.3	-4.9	-9.4	Cn1nnnc1SCCNCc1ccccc1F	0.2	-4.5	5.7	-1.0	1.2	0.7	4.5
-2.1	5.0	-5.8	COc1ccc(-c2[nH][nH]c(=O)c2NC(=O)c2ccc(C)cc2)cc1	-5.2	-0.3	7.1	-2.9	-2.0	-1.9	-5.6
5.8	-12.2	0.9	COc1ccc(CCNC(=O)CCn2c(=O)oc3ccccc32)cc1OC	-0.9	0.4	1.4	-0.7	-1.2	-0.3	6.4
-3.7	0.3	0.5	COc1ccccc1NC(=O)CSc1nnc(NC(=O)C2CC2)s1	-1.1	0.9	0.5	0.5	-2.5	0.0	7.2
-8.8	-3.2	-2.6	O=C(NCc1ccc(F)cc1)c1ccc(CS(=O)(=O)Cc2ccc(F)cc2)o1	2.2	0.1	-2.2	5.8	0.2	0.2	2.1
-6.2	4.1	-1.0	CCOc1ccc(CCNC(=O)c2cccc(S(=O)(=O)N3CCOCC3)c2)cc1OCC	-0.3	1.3	3.9	-2.3	0.6	-0.6	0.9
-7.5	-6.0	-0.6	COC(=O)C[C@H]1c2cc(C(F)(F)F)ccc2S(=O)(=O)N1C1CCCCC1	-0.4	-2.9	-0.9	-2.8	-2.7	-0.4	6.4
10.3	-1.3	1.5	O=C(c1ccccc1)n1ccn(-c2ccccc2)c1=S	-41.0	-0.5	-8.2	-0.2	-46.8	-0.7	-1.0
9.9	-8.9	0.4	O=C(Nc1nncs1)c1cccc(S(=O)(=O)N2CCc3ccccc32)c1	6.3	-0.1	-1.6	0.6	-5.1	0.4	-2.1
-13.5	-2.9	1.1	Cc1ccccc1CN1C(=O)CN(S(C)(=O)=O)CC1(C)C(=O)Nc1c(C)cccc1C (stereo not given)	0.5	5.8	11.1	-6.8	-0.7	0.2	2.3
16.2	4.8	3.2	COc1cc(C(=O)N2CCC(N3CCN(C)CC3)CC2)ccc1Nc1ncc2c(n1)N(C)c1ccccc1C(=O)N2C	-1.3	1.8	-5.4	-1.6	-1.2	-0.2	-1.2
-6.5	12.0	-0.5	Nc1c(N(CCO)C(=O)C2CCCC2)c(=O)[nH]c(=O)n1Cc1ccccc1	-0.2	-3.9	-3.0	-1.9	-2.8	0.2	1.8
-4.7	-15.4	5.0	O=C(NC1CCN(Cc2ccccc2)C1)c1cccc(S(=O)(=O)N2CCOCC2)c1 (stereo not given)	-1.7	0.1	-2.7	-2.4	-5.4	-0.7	-5.3
0.1	-7.1	0.0	CCOC(=O)N1CCN(C(=O)c2cc3c(-c4cccc(OC)c4)nn(C)c3s2)CC1	-20.4	2.6	3.8	0.5	-32.3	-0.1	7.3
3.7	0.2	7.4	CCN(Cc1ccccc1)S(=O)(=O)c1ccc(C(=O)Nc2nnc(C3CC3)o2)cc1	-3.2	3.7	2.7	3.5	-12.3	-0.6	-1.6
4.4	-2.3	1.5	Cc1ccc(C)c(NC(=O)c2ccc3c(c2)N(Cc2ccc(F)cc2)C(=O)CS3=O)c1 (stereo not given)	0.9	1.1	-0.2	4.0	2.2	0.0	3.9
2.5	7.7	-0.9	CC(=O)Nc1ccccc1NC(=O)CC(C)(C)C	3.0	4.7	-5.9	1.4	4.4	0.1	-1.6
0.1	-16.9	-4.3	Cc1ccccc1-c1nc(CS(=O)(=O)CC(=O)NC(C)c2ccccc2)c(C)o1 (stereo not given)	1.8	-1.3	-1.1	-0.1	-5.0	0.0	1.9
-9.5	13.7	3.2	COC(C/C=C/[C@H](O)[C@@H](C)OCc1ccccc1)OC	1.2	0.3	1.3	-8.8	0.2	0.5	6.5

Ordered by SMILES length (lowest first): part of the list above
ARFGAP1 inhibitor	ASAP1 GAP inh	MBD2 DNA inh	Structure	PLCg1 inh	UHRF1 MBD2 ctr	Tn7 DDE FP	ADAM17 inh	PLCb3 inh	proKLK7 act	Tn6 DDE FP
5.8	-12.2	0.9	COc1ccc(CCNC(=O)CCn2c(=O)oc3ccccc32)cc1OC	-0.9	0.4	1.4	-0.7	-1.2	-0.3	6.4
0.1	-7.1	0.0	CCOC(=O)N1CCN(C(=O)c2cc3c(-c4cccc(OC)c4)nn(C)c3s2)CC1	-20.4	2.6	3.8	0.5	-32.3	-0.1	7.3
16.2	4.8	3.2	COc1cc(C(=O)N2CCC(N3CCN(C)CC3)CC2)ccc1Nc1ncc2c(n1)N(C)c1ccccc1C(=O)N2C	-1.3	1.8	-5.4	-1.6	-1.2	-0.2	-1.2

Among those listed so far, 6 have an NH in an aromatic ring:
ARFGAP1 inhibitor	ASAP1 GAP inh	MBD2 DNA inh	Structure	PLCg1 inh	UHRF1 MBD2 ctr	Tn7 DDE FP	ADAM17 inh	PLCb3 inh	proKLK7 act	Tn6 DDE FP
8.4	4.2	-0.9	Cc1cc(-n2cc(Br)c(=O)[nH]c2=O)nc(-c2ccccc2)n1	3.6	-0.1	-5.3	-5.0	-5.2	0.3	-7.5
0.5	0.3	-4.7	Cc1n[nH]c(C)c1Cc1ccc(C(=O)O)cc1	4.3	1.3	3.0	0.9	3.6	0.4	-5.7
13.1	4.1	6.8	Cc1ccc(C(=O)N/C(=C\c2cccs2)C(=O)NCCc2c[nH]c3ccccc23)cc1C	-0.4	3.1	-3.0	4.3	2.0	0.6	-8.0
4.4	-1.8	-2.4	COc1ccc(Cl)c(-c2cc(C(=O)NC(C)C)[nH]n2)c1	-1.1	-1.8	3.8	-3.4	0.9	0.5	-2.8
-2.1	5.0	-5.8	COc1ccc(-c2[nH][nH]c(=O)c2NC(=O)c2ccc(C)cc2)cc1	-5.2	-0.3	7.1	-2.9	-2.0	-1.9	-5.6
-6.5	12.0	-0.5	Nc1c(N(CCO)C(=O)C2CCCC2)c(=O)[nH]c(=O)n1Cc1ccccc1	-0.2	-3.9	-3.0	-1.9	-2.8	0.2	1.8

Screening results as filed in PubChem BioAssay.
